# Source: PubChem BioAssay
# TrxR1 substrate: substrates of rat thioredoxin reductase 1. O89049. purified TrxR1 substrate turnover, NADPH consumption readout. Potency, µM (series often up to 114 µM), inactives show at the top dose activity change, negative = substrate turnover. 390,000 compounds, 0.01% hits; also: potency is read from the fitted curve at half-maximal effect; % is scaled to controls: 0 for no effect and ±100 for the full control effect; nearly all actives have a fitted effect of over 50% in size
# Target sequence (O89049 whole entry, looked up): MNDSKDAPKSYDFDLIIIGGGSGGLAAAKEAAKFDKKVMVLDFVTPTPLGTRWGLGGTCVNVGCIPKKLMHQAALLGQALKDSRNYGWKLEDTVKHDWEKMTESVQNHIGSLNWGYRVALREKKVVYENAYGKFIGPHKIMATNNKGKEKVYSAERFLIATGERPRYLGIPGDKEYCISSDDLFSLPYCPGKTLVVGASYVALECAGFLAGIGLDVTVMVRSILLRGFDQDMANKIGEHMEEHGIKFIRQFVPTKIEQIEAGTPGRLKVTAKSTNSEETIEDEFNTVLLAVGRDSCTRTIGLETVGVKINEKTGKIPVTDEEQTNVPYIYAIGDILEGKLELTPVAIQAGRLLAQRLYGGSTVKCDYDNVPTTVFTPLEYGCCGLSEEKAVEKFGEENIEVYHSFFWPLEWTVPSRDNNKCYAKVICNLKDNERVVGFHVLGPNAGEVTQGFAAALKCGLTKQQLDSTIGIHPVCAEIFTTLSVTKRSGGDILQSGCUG
#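 Rat TrxR1, dispensed at 90 nM, was prereduced with 400 uM NADPH (final) for 5 min at ~22 deg C, then incubated with compound 15 min before 400 uM selenite. A first-read NADPH fluorescence drop versus no-compound background flagged substrates.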
# Pin1 inh: inhibitors of human Pin1. Pin1 FP peptide displacement, HiFluor488, 10 min. 390,000 compounds, 0.009% hits. AID 504891. Potency, µM (titrated, usually from 115 µM), for the others: at the top dose activity, negative = inhibition, actives largely listed as inhibitors; active = well fitted inhibition curve with a large enough effect in the polarisation, with a control signal flat, not every such curve was filed as active; inconclusive = small, poorly fitted or top-dose-only effect, or effect the other way, or a change in a side signal; inactive = no such curve, though single readings can be large or run the other way; the % refers to the polarisation; also: potency is read from the fitted curve at half-maximal effect; % is scaled to controls: 0 for no effect and ±100 for the full control effect
# TrxR1 inh: blocks rat thioredoxin reductase 1. O89049. recombinant rTrxR1, NADPH fluorescence consumption, selenite substrate. AID 588453. Potency, µM (top dose mostly 114 µM), for inactives: at the top dose activity change, negative = inhibition, actives largely listed as inhibitors. 390,000 compounds, 1% hits; also: potency is read from the fitted curve at half-maximal effect; % is scaled to controls: 0 for no effect and ±100 for the full control effect; nearly all actives have a fitted effect of over 65% in size
#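 Rat TrxR1 (90 nM in the dispensed reagent) was pre-reduced with 400 uM NADPH for 5 min at room temperature, then incubated with compound for 15 min. After 400 uM selenite was added, NADPH fluorescence (Ex 340/Em 450 nm) was followed for 8 min.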
# Tb PGK inh: inhibitors of T. brucei phosphoglycerate kinase; P07378; PGK/GAPDH coupled, Kinase-Glo luminescence, 60 min; Potency, µM (highest dose often 57.5 µM), without a hit: at the highest dose activity change, negative = inhibition, usual class: inhibitors; 380,000 compounds, 0.043% hits; also: potency is read from the fitted curve at half-maximal effect; % is scaled to controls: 0 for no effect and ±100 for the full control effect; nearly all actives have a fitted effect of over 60% in size
#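 Recombinant glycosomal PGK reaction used 1,3-bisphosphoglycerate generated in-well by GAPDH (100nM final) in 100mM TEA pH 7.6, 5mM MgCl2, 0.01% Tween-20. After 60 minutes at room temperature, ATP was read by Kinase-Glo Plus luminescence end-point.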
# HP1b chromo inh: HP1-beta chromodomain-methylated histone interaction inhibition; AlphaScreen HP1-beta / biotin-H3K9me3 peptide binding; P83916; Potency, µM (doses to about 114 µM), for the others: at the highest dose activity change, negative = inhibition, actives largely listed as inhibitors; 390,000 compounds, 0.56% hits; also: potency is read from the fitted curve at half-maximal effect; nearly all actives have a fitted effect of over 70% in size; inactives centre near 23
#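 HP1-beta protein (50 nM final) preincubated 30 min at room temperature with biotinylated H3(1-18)K9me3 peptide (50 nM) in PBS pH 7.4, 0.01% Tween-20, then compound added for 30 min. AlphaScreen streptavidin donor/nickel chelate acceptor beads (10 ug/mL final), 30 min dark, luminescence read.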
# PI4K2A block: blocks human PI4K2A kinase activity | Q9BTU6 | purified PI4K2A, ADP-Glo luminescence, 1 h; hits give low values | activity change, negative = inhibition, % at 76.9 µM | 420,000 compounds, 0.13% hits | AID 1346378; in the data active = activity change below about -50%; inconclusive = mostly about -30% to -49%;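 also: -100% = wells without enzyme as full effect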
# Target sequence (Q9BTU6 whole entry, looked up): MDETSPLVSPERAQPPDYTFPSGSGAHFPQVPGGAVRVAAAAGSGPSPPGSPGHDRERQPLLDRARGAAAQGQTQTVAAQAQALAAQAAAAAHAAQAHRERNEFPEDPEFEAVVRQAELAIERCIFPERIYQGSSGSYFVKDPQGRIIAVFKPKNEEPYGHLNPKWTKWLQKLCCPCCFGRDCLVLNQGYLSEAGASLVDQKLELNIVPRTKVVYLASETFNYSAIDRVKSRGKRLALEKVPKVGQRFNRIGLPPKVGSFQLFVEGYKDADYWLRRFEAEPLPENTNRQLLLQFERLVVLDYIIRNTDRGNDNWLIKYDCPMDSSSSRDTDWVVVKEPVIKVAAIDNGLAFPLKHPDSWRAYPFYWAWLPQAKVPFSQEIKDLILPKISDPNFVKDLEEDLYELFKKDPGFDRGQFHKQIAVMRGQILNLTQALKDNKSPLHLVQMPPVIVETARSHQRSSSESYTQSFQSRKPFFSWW
#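 ADP-Glo luminescence measured ADP generated by PI4K2A enzyme (4 ug/mL before mixing) with 1.2 mM PI substrate (pre-mix) and 300 microM ATP (pre-mix). Tris pH7.5 buffer with MgCl2, Triton X-100; 1 h reaction at ambient temperature.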
# GLS inh: blocks human kidney-isoform glutaminase activity. GLS enzymatic activity, qHTS titration. Potency, µM (series often up to 45.5 µM), without a hit: at the highest dose activity change, negative = inhibition, usual class: inhibitors. 410,000 compounds, 0.21% hits. AID 624170; also: potency is read from the fitted curve at half-maximal effect; % is scaled to controls: 0 for no effect and ±100 for the full control effect
#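 Glutamate formation by hKGA was monitored fluorometrically using coupled glutamate oxidase, HRP and Amplex Red. Substrate was added as 1 mM L-glutamine solution; incubation was 30 min at RT after an initial read.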
# IDH1 R132H inh: human IDH1 R132H inhibition. O75874. IDH1-R132H enzyme, NADPH consumption, diaphorase/resazurin fluorescence. Potency, µM (series often up to 76.6 µM), for inactives: top-dose activity change, negative = inhibition, most hits filed as inhibitors. 390,000 compounds, 0.093% hits; also: potency is read from the fitted curve at half-maximal effect; % is scaled to controls: 0 for no effect and ±100 for the full control effect; nearly all actives have a fitted effect of over 65% in size
#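 IDH1-R132H (0.5 ug/mL) preincubated 30 min with compound, then NADPH (0.016 mM) and alpha-KG (2 mM) added; 80 min at RT, pH 7.5. Remaining NADPH coupled via diaphorase/resazurin to fluorescence (540/590 nm); concentration-response curves normalized to no-enzyme control.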
# USP1-UAF1 inh: inhibitors of human USP1/UAF1 deubiquitinase; O94782; recombinant USP1/UAF1, Ub-Rhodamine cleavage fluorescence; Potency, µM (top dose mostly 57.1 µM), without a hit: at the top dose activity change, negative = inhibition, actives largely listed as inhibitors; 390,000 compounds, 0.23% hits; AID 743255; also: potency is read from the fitted curve at half-maximal effect; % is scaled to controls: 0 for no effect and ±100 for the full control effect; nearly all actives have a fitted effect of over 60% in size; inactives centre near -12
#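 USP1/UAF1 complex (1 nM) preincubated 15 min at room temperature with compound, then Ub-Rho substrate (150 nM final) added. Kinetic fluorescence at 480/540 nm over 6 reads at 60 s intervals; 50 mM HEPES pH 7.8, 0.5 mM EDTA, 0.1 mg/ml BSA, 1 mM TCEP, 0.01% Tween-20.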
# Starred values were filed as active, the others as inactive; i = inactive; ? = inconclusive; / = not tested or not shown; & = joins results of further samples; [ ] = another dose, or the depositor's remark. Unless noted, calls follow the shape of the dose curve; as a rule, active = well fitted curve in the direction sought with a large enough effect; inconclusive = small, poorly fitted or top-dose-only effect, or another doubt; inactive = no such curve, though single readings can be large; an effect the other way counts as inactive or inconclusive.
molecule	GLS inh	TrxR1 substrate	USP1-UAF1 inh	HP1b chromo inh	IDH1 R132H inh	PI4K2A block	TrxR1 inh	Tb PGK inh	Pin1 inh
O=C(NCC(O)COc1ccc([N+](=O)[O-])cc1)Nc1ccccc1 (centres undefined)	2%	-6%[57.1 µM]	?	29%	-2%	-2	20%	-12%	-1%
O=C(Cc1ccc(Br)cc1)OCC(=O)N1CCCCCC1	-3%	8%[57.1 µM]	-7%	39%[activator]	8%	1	18%[57.1 µM]	-2%	-16%
CCN(C(=O)c1cccn(Cc2ccccc2C)c1=O)c1ccccc1	2%	3%[57.1 µM]	-21%	33%[57 µM]	11%	1	5%[57.1 µM]	-2%	-5%
CC1=C(C(=O)OCc2ccccc2)C(c2ccc(N3CCOCC3)cc2)NC(=O)N1 (centres undefined)	3%	-5%	-20%	6%	1%	1	-1%	-8%	18%
CCC1C(=O)CC(c2ccc([N+](=O)[O-])cc2)NC1c1ccc([N+](=O)[O-])cc1 (centres undefined)	-5%	6%[57.1 µM]	-12%	-8%	0%	-4	28%[57.1 µM]	-4%	22%
COc1ccc(OC)c(NC(=O)NNC(=O)CCCOc2ccc(Cl)cc2C)c1	0%	6%[57.1 µM]	-22%	-1%	2%	1	16%[57.1 µM]	-4%	-2%
CCCCn1c(N)c(N(CCC(C)C)C(=O)c2cc(CC)c(C)s2)c(=O)[nH]c1=O	2%	6%[57.1 µM]	-19%	11%	-4%	3	4%	5%	?
COc1ccc(S(=O)(=O)NCCc2sc(-c3cccc(F)c3)nc2C)cc1	0%	5%[57.1 µM]	?	37%	3%	19	12%[57.1 µM]	-1%	-3%
Cc1cnc(C(=O)Nc2nnc(SCc3c(Cl)cccc3Cl)s2)cn1	5%	-10%	0%	11%	-2%	-3	-11%	0%	1%
c1cc2c(cc1Cn1cnnn1)OCO2	14%	14%	-7%	21%	7%	-12	25%	i	-3%
CC(=O)Nc1ccc(S(=O)(=O)Nc2cccc(NC(=O)C(C)(C)C)c2)cc1	10%	10%[57.1 µM]	6%	35%	-8%	2	9%[57.1 µM]	-4%	-10%
Cc1c(Cc2ccc3c(c2)OCO3)sc(NC(=O)c2ccccc2)c1C(N)=O	2%	35%[activator][57.1 µM]	-4%	11%	-4%	-2	9%[57.1 µM]	2%	30%[activator]
COc1cccc2c1Oc1ncccc1N(c1ccc(C(=O)NCc3ccccc3Cl)s1)C2	2%	52%[activator][57.1 µM]	-13%	53%[activator]	-14%	2	71%[activator][57.1 µM]	3%	38%[activator]
COc1cccc(OC)c1C(=O)Nc1ccc2c(c1)OCCO2	-7%	-1%	-20%	39%[activator]	1%	2	-3%	-6%	0%
O=C(CCCOc1ccc(Cl)cc1Cl)Nc1ncccn1	1%	5%[57.1 µM]	-3%	17%	-1%	-1	14%[57.1 µM]	-11%	-3%
O=C(CN1C(=O)NC2(CCCC2)C1=O)OCCOc1ccccc1	0%	-3%	-14%	34%	-10%	4	15%	-5%	-6%
CC1=C(C(N)=O)C(c2cccc(Br)c2)n2nc(SCc3ccccc3)nc2N1 (centres undefined)	10%	8%[2.29 µM]	-21%	14%	-4%	-3	24%	-8%	1%
O=C(CCc1cccc(Cl)c1)N1CCCC(Nc2ccccc2)C1 (centres undefined)	17%	-6%	-6%	11%	22%	3	1%	4%	-1%
COCCNC(=O)c1ccc(N2CC3CC(C2)c2cccc(=O)n2C3)c(NC(=O)c2ccc(C(C)(C)C)cc2)c1 (centres undefined)	0%	/	-9%	/	-8%	-4	/	-4%	/
Cc1cc(NC(=O)c2cc3ccccc3o2)no1	12%	1%	-16%	2%[57 µM]	7%	-23	-9%	-3%	36%[activator]
CC(C)C(NS(=O)(=O)c1ccc2c(c1)oc(=O)n2C)C(=O)NCCc1ccc(Cl)cc1 (centres undefined)	-8%	5%	-24%	39%[activator]	18%	5	19%	-2%	5%
CC(C)(C)c1ccc(S(=O)(=O)N2CCN(c3ncccn3)CC2)cc1	-17%	7%	-9%	?	14%	-1	30%[57.1 µM]	3%	3%
COc1ccc(N2C(=O)CNC2=S)cc1	17%	5%	-5%	26%	4%	-1	-1%	-2%	-3%
CC(C)(C)C1CCc2nc(NC(=O)c3cccc(Cl)c3)sc2C1 (centres undefined)	10%	-2%	-1%	43%[activator]	-5%	-8	10%	7%	58%[activator]
COc1cccc(NC(=O)C(=O)NCCc2csc(-c3ccc(C(F)(F)F)cc3)n2)c1	-1%	-3%[57.1 µM]	-8%	31%[57 µM]	7%	0	9%[57.1 µM]	-7%	1%
O=C1NC(Cc2ccc(O)cc2)c2nc3cc(F)c(F)cc3c(=O)n2-c2ncccc21 (centres undefined)	19%	/	8%	/	-5%	-10	/	1%	/
O=S(=O)(c1ccc(Cl)cc1)n1nnc2ccccc21	-11%	14%[57.1 µM]	-18%	47%[activator]	-2%	1	8%[57.1 µM]	-3%	-2%
Cc1cc(C)cc(-n2c(SCC(=O)N3CCc4ccccc43)nc3c([nH]c4ccccc43)c2=O)c1	2%	0%[57.1 µM]	-14%	17%[57 µM]	5%	-1	21%[57.1 µM]	1%	-6%
CC(C)C[C@H]1COCCS(=O)(=O)N1Cc1cccc(Cl)c1	0%	-10%	-16%	38%	2%	0	-3%	i	-4%
COc1ccc(Cl)cc1NC(=O)CCCn1c(=O)c2cccn2c2cccnc21	-10%&-1%	0%	-13%&-19%	18%	-7%&-2%	-2&-1	13%	-1%&7%	23%

# 5 records picked at random from those above, as already listed:
molecule	GLS inh	TrxR1 substrate	USP1-UAF1 inh	HP1b chromo inh	IDH1 R132H inh	PI4K2A block	TrxR1 inh	Tb PGK inh	Pin1 inh
O=S(=O)(c1ccc(Cl)cc1)n1nnc2ccccc21	-11%	14%[57.1 µM]	-18%	47%[activator]	-2%	1	8%[57.1 µM]	-3%	-2%
O=C(CN1C(=O)NC2(CCCC2)C1=O)OCCOc1ccccc1	0%	-3%	-14%	34%	-10%	4	15%	-5%	-6%
Cc1cc(NC(=O)c2cc3ccccc3o2)no1	12%	1%	-16%	2%[57 µM]	7%	-23	-9%	-3%	36%[activator]
CC(C)C[C@H]1COCCS(=O)(=O)N1Cc1cccc(Cl)c1	0%	-10%	-16%	38%	2%	0	-3%	i	-4%
COc1ccc(N2C(=O)CNC2=S)cc1	17%	5%	-5%	26%	4%	-1	-1%	-2%	-3%

# More results:
molecule	GLS inh	TrxR1 substrate	USP1-UAF1 inh	HP1b chromo inh	IDH1 R132H inh	PI4K2A block	TrxR1 inh	Tb PGK inh	Pin1 inh
COc1ccc(-c2nn3c(COc4ccccc4)nnc3s2)cc1OC	0%	14%	-4%	-6%	-4%	4	13%	4%	-8%
CCOc1ccccc1N1CC(C(=O)N(CC)C2CCS(=O)(=O)C2)CC1=O (centres undefined)	5%	-2%	?	28%	15%	-10	-3%	-1%	-8%
CCC1(CC)Cc2ccccc2-c2nc(NCCCO)[nH]c(=O)c21	5%	71%[activator][57.1 µM]	-15%	12%	15%	4	11%[57.1 µM]	10%	-1%
COC(=O)c1ccccc1NC(=S)NC(=O)COc1ccc(C)cc1	6%	-3%	-3%	15%	-4%	5	-13%	8%	0%
COc1ccc(Br)c(C(=O)NCC2CCCCC2)c1	-4%	0%	-18%	27%	5%	2	11%	-2%	-9%
CCOc1ccc(NC(=O)Cn2nnc(C(=O)NCc3ccccc3OC)c2N)cc1	-6%	7%	-3%	42%	2%	2	26%	-19%	-1%
Cc1ccc(NC(=O)c2cc(C)n(-c3ccccc3)c2C)cc1	1%	6%	-25%	-18%	26%	-1	13%	-7%	10%
CCCS(=O)(=O)c1c(S(=O)(=O)CCC)c2ccc(C(C)=O)cn2c1C(=O)OC	0%	23%[57.1 µM]	-4%	-3%	1%	1	?	6%	1%
CCCCCn1c(NCc2ccc(OC)cc2)nc2ccccc21	14%	-7%	-14%	35%	12%	0	-3%	12%	2%
O=C(NNC(=O)c1ccc(S(=O)(=O)N2CCCC2)cc1)c1ccc(Br)cc1	15%	7%	-16%	25%	5%	3	12%	4%	25%
COc1ccc(C(=O)NCC(=O)OC2CCCCC2=O)cc1 (centres undefined)	-3%	-8%	-3%	20%	-2%	2	-9%	-8%	-1%
CCS(=O)(=O)Nc1ccc(NC(C)=O)cc1	38%	2%	-6%	34%	-5%	5	10%[57.1 µM]	5%	0%
COc1ccc(CNC(=O)C2=CC(c3ccc(OC)cc3)=NS(=O)(=O)N2C)cc1	-6%	-2%[57.1 µM]	-9%	26%	8%	3	11%[57.1 µM]	-1%	0%
CCC1(CC)Cc2ccccc2-c2nc3ccccc3c(=O)n21	2%	21%[57.1 µM]	-21%	106%[activator]	6%	4	24%[57.1 µM]	-8%	-3%
COCCCNC(=S)NC1CC2CCCC(C1)N2Cc1cccs1 (centres undefined)	9%	1%	10%	31%	0%	1	12%	i	3%

# Some of the compounds tested. The share of hits here may be higher or lower than overall.
